Akt phos inh – inhibitors of Akt phosphorylation; Neuro2A IGF-stimulated pAkt S473 HTRF, 20 min; active compounds read low; activity change, % for hits at 50 µM; AID 651550; 360,000 tested, 0.32% active; in the data active = activity change below about -80%; inconclusive = mostly about -51% to -80%; also: % is scaled to controls: 0 for no effect and ±100 for the full control effect
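Neuro2A cells in DMEM with 0.5% FBS, overnight at 37 deg C, given compound at single 50 µM final, then IGF (6 nM final) for 20 min at 37 deg C. Lysed; phospho-Akt Ser473 by HTRF after 24 h, 665/615 ratio.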
Abeta yeast res – compounds reversing amyloid beta toxicity in yeast; 410,000 tested, 0.063% active; yeast expressing A-beta42, growth rescue, OD600, 48 h; response scale: 0% DMSO, 100% iron-clioquinol control; Potency, µM (titrated, usually from 46.1 µM), for inactives: at the highest dose growth rescue, most hits filed as activators; also: potency is read from the fitted curve at half-maximal effect; nearly all actives have a fitted effect of over 55% in size
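Growth rescue measured by 600 nm absorbance after 48 h yeast culture at 30 C with compound. Values normalized between DMSO and an equimolar ferric chloride plus clioquinol control.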
PTHR1 ag – activates the human parathyroid hormone receptor PTHR1; Q03431; 410,000 tested, 0.075% active; AID 743266; HEK293 GP2 PTHR1 cells, GloSensor cAMP luminescence, 1 h; Potency, µM (doses to about 115 µM), for inactives: top-dose activation, actives largely listed as activators; also: potency is read from the fitted curve at half-maximal effect; nearly all actives have a fitted effect of over 55% in size; some results filed as inactive show a strong effect at the top dose; inactives centre near -15; many of its hits are not listed in these tables
Target sequence (Q03431 whole entry, looked up): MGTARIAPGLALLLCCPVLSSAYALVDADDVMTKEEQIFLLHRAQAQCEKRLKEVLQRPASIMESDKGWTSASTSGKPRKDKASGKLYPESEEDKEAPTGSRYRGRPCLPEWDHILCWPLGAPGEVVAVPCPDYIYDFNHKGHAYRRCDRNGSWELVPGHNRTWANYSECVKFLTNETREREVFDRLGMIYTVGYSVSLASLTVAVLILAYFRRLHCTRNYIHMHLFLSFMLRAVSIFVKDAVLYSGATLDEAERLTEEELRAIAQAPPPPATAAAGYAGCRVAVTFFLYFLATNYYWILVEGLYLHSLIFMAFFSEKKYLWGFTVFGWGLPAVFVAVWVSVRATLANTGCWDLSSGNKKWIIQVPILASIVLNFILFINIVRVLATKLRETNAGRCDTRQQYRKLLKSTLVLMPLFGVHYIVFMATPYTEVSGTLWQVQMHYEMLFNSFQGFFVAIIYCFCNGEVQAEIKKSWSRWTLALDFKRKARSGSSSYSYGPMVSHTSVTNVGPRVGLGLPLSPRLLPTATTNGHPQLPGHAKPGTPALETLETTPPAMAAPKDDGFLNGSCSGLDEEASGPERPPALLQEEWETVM
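HEK-293-derived GP2 cells expressing PTHR1 and a GloSensor cAMP reporter, 3,000/well, plated overnight, given luciferin plus IBMX (each 0.5 mM as added) for 1 h at 37 °C, then compound for 1 h at 37 °C. Luminescence was read after 15 min at room temperature.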
GLP-1R inv ag – GLP-1 receptor (human) inverse agonism; HEK293 GLP-1R CRE-luciferase, luminescence, 24 h; GLP-1R form is constitutively active; 410,000 tested, 1.6% active; AID 624417; P43220; Potency, µM (highest dose often 38.3 µM), without a hit: at the top dose activity change, negative = inhibition, most hits filed as inhibitors; also: potency is read from the fitted curve at half-maximal effect; % is scaled to controls: 0 for no effect and ±100 for the full control effect; nearly all actives have a fitted effect of over 55% in size
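Cells are plated, allowed 12 hours at 37 deg C, then treated with compounds for 24 hr before luciferase detection reagent is added and luminescence is read after 12 min at room temperature. The HEK293 line carries constitutively active GLP-1R with a cAMP-responsive reporter.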
GLP-1R agonist – activates the human GLP-1 receptor; 380,000 tested, 0.007% active; AID 624172; HEK293 GLP-1R CRE-luciferase, luminescence, 4-6 h; cells express a hypersensitive GLP-1R form; Potency, µM (highest dose often 45.6 µM), for the others: at the top dose activation, hits mostly activators; also: potency is read from the fitted curve at half-maximal effect; % of control where 0% means no effect
aSyn yeast inh – rescues yeast growth from alpha-synuclein toxicity; Yeast expressing alpha-synuclein, growth rescue, BacTiter-Glo, 24 h; Potency, µM (series often up to 46.1 µM), inactives show at the top dose growth rescue (activation), usual class: activators; 370,000 tested, 0.14% active; also: potency is read from the fitted curve at half-maximal effect; % of control where 0% means no effect; nearly all actives have a fitted effect of over 65% in size
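Galactose-induced alpha-syn yeast (OD600=0.02, raffinose-pregrown) + pinned cpd, 24 hr, 30 deg C; growth by BacTiter-Glo luminescence. Growth restoration scores as activation.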
TDP-43 yeast inh – inhibitors of TDP-43 toxicity in yeast. Potency, µM (highest dose often 46.1 µM), without a hit: top-dose growth rescue (activation), most hits filed as activators. AID 652104. TDP-43 expressing yeast growth rescue, BacTiter-Glo, 24 h. 410,000 tested, 1.8% active; also: potency is read from the fitted curve at half-maximal effect; % of control where 0% means no effect; nearly all actives have a fitted effect of over 50% in size
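Yeast expressing TDP-43 (pregrown in raffinose, seeded at OD600=0.02 in galactose medium) exposed to compounds 24 hr at 30 deg C. Growth read by BacTiter-Glo luminescence; rescue of toxicity appears as increased signal.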
FUS yeast rescue – rescues growth of FUS-expressing yeast. S. cerevisiae FUS-expressing, growth rescue, OD600, 24 h. Potency, µM (top dose mostly 76.6 µM), without a hit: at the top dose growth rescue (activation), hits mostly activators. 390,000 tested, 0.24% active;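 also: potency is read from the fitted curve at half-maximal effect; plate controls were DMSO vehicle for no effect and reference control for full effect; nearly all actives have a fitted effect of over 55% in size; some results filed as inactive show a strong effect at the top dose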
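S. cerevisiae expressing FUS from galactose induction served as the toxicity model. Growth after 24hr at 30C, read as absorbance at 600 nm, indicates suppression of toxicity; compounds dosed at several concentrations.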
DRD3 antagonist – blocks the human D3 dopamine receptor | P35462 | D3R cells, DiscoveRx beta-arrestin luminescence, antagonist mode; active compounds read low | max response, negative = inhibition, % | 360,000 tested, 2.5% active | AID 652054; in the data active = max response below about -50%; inconclusive = no clear call, values can overlap the other calls; also: % is scaled to controls: 0 for no effect and ±100 for the full control effect; mostly tested at two doses, the higher about 12 µM
Target sequence (P35462 whole entry, looked up): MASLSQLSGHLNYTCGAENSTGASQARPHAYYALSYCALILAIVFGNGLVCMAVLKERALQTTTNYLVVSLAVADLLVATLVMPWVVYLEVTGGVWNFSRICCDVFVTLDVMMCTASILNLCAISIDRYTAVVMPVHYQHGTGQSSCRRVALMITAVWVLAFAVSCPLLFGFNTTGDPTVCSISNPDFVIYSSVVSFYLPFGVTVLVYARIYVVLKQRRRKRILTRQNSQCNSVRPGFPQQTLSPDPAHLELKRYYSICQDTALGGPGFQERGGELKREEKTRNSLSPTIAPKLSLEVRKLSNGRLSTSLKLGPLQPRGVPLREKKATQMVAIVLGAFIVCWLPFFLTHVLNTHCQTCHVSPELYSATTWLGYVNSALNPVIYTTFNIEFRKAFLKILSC
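Cells expressing the human receptor were seeded at 1500 cells/well, incubated overnight at 37 degrees C in 5% CO2, then exposed to library compounds with dopamine controls for 90 minutes at 37 degrees C before luminescent detection.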
* marks the source's active call; other numbers are inactive results; i = inactive; ? = inconclusive; · = no result given; & = joins results of further samples; [ ] = another dose, or the depositor's remark. Unless noted, calls follow the shape of the dose curve; as a rule, active = well fitted curve in the direction sought with a large enough effect; inconclusive = small, poorly fitted or top-dose-only effect, or another doubt; inactive = no such curve, though single readings can be large; an effect the other way counts as inactive or inconclusive. A portion of the library; rates above refer to the full screens.

# | molecule | Akt phos inh | Abeta yeast res | PTHR1 ag | GLP-1R inv ag | GLP-1R agonist | aSyn yeast inh | TDP-43 yeast inh | FUS yeast rescue | DRD3 antagonist
1 | CCCCn1c(C(C)NC(=O)COC)nc2ccccc21 (stereo not given) | i | 4% | i | 7% | -7% | -9% | 8% | 8% | 14
2 | C/C(=N\NC(=O)CNc1cccc(C(F)(F)F)c1)c1cccc(Br)c1 | i | 8% | -17% | -21% | 0% | -1% | 1% | · | -1
3 | O=C(NCC(c1cccs1)N1CCOCC1)c1ccccc1NS(=O)(=O)c1ccc(Br)cc1 (stereo not given) | i | 2% | 0% | -5% | 6% | 6% | 3% | 31% | 9
4 | CN(C(=O)c1ccc(COc2ccccc2Cl)o1)c1ccccc1 | i | -2% | 14% | ? | 12% | -1% | 10µM* | 14% | -14
5 | COc1ccc(/C=C2\SC(=S)N(CCCC(=O)Nc3ccc(C(=O)O)cc3)C2=O)cc1OC | i | 8% | -15% | 14% | 1% | -6% | -3% | 21% | 2
6 | c1ccc(-c2csc(-n3cccn3)n2)cc1 | i | 6% | i | 2% | 0% | 0% | 12% | 3% | 6
7 | Cc1cc(C([O-])=C(C(=S)Nc2ccc(F)cc2)[n+]2ccccc2)c(C)n1-c1ccc(F)cc1 | i | 10% | -44%[inhibitor] | ? | -3% | -1% | 0% | · | -2
8 | O=C(C1CC(=O)N(C2CCCCC2)C1)N1CCN(c2cccc(C(F)(F)F)c2)CC1 (stereo not given) | i | 20% | -29% | -29% | -18% | 1% | 7% | 31% | 15
9 | CC1=C(C(=O)N(C(C)C)C(C)C)CC(CC(=O)NCc2cccc3ccccc23)C(=O)N1Cc1ccc(F)cc1 (stereo not given) | i | 6% | -4% | ? | -1% | ? | -4% | 18µM* | 18
10 | Cc1cc(=O)oc2cc(NC(=O)c3ccnn3C)ccc12 | i | -2% | -9% | 14% | -3% | 1% | -2% | -6% | -6
11 | CCOC(=O)N1CCN(C(=O)CNC(=O)C23CC4CC(CC(C4)C2)C3)CC1 | i | 3% | i | 7% | 2% | 0% | 4% | · | -17
12 | COc1cc(/C=C/C(=O)O)cc(S(=O)(=O)N(CC(C)C)CC(C)C)c1OC | i | -3% | 0% | 11% | 3% | -1% | 0% | ? | -7
13 | CCn1c(N)c(C(=O)NC2CCCCC2)sc1=S | i | -14% | -10%[57.5 µM] | -27% | 3% | 12% | 6% | 10% | -14
14 | CC1(C)CC(=O)c2cc3c(N)c(C(=O)NCc4ccccc4)sc3nc2C1 | i | 5% | i | 2% | -5% | -9% | 2% | -1% | 14
15 | CCOC(=O)c1c(NC(=O)c2ccc(S(=O)(=O)N(C)C)cc2)sc2c1CCN(C)C2 | · | 4% | -9% | ? | · | · | 9% | 24% | ·
16 | Cc1csc(NC(=O)c2cc(-c3ccccc3)nc3ccccc23)n1 | i | 5% | i | -68% | -26% | 2% | 18µM* | · | 77
17 | CC(C)(C)c1ccc2c(c1)OC(C(=O)N/N=C\c1ccncc1)CO2 (stereo not given) | i | -9% | -39%[inhibitor] | 15% | 7% | 1% | 7% | 13% | 6
18 | COc1ccc(-c2nn(C)c3sc(C(=O)NCCN(C)C)cc23)cc1OC | i | 7%&-1% | i | -5%&1% | 12% | -2% | ? | 17%&-10% | 2
19 | COc1ccc(Cl)cc1NC(=O)COC(=O)c1ccc(Cl)nc1 | i | 4% | i | -1% | 5% | ? | ? | -11% | -15
20 | CCC(C)NC(=O)C1CCCN(S(=O)(=O)c2ccc3c(c2)CC(C)N3C(C)=O)C1 (stereo not given) | i | 11% | i | 6% | 0% | 2% | 23% | 6% | 26
21 | COc1ccc(-c2nc3nc(SC)nn3cc2C)cc1F | i | -5% | i | 3% | 2% | -6% | -14% | 25% | -19
22 | O=C(c1ccc(CS(=O)(=O)c2ccc(Br)cc2)o1)N1CCN(c2ccc(F)cc2)CC1 | i | -22%&-19% | -20%&-60% | ? | 1% | 2% | -21%&-14% | -7%&2% | 7
23 | Cc1cc(-c2ccco2)n(CC(=O)NCCN(C)C)n1 | i | 1% | 29% | 3% | -3% | -1% | 10% | -11% | 0
24 | COc1ccc(NC(=O)CN(C)S(=O)(=O)c2ccccc2)cc1OC | i | 7% | i | -2% | -1% | 2% | -14% | 1% | 21
25 | CCOC(=O)Cc1ccc(NC(=O)Nc2c[nH]c(=O)[nH]c2=O)cc1 | · | -5% | -11% | 0% | 0% | · | 16% | -7% | ·
26 | COc1cc(/C=N/NC(=O)C23CC4CC(CC(C4)C2)C3)cc(Br)c1O | i | 12% | i | -14% | 5% | -1% | 2% | 33% | ?
27 | Cc1ccn2cc(CNC(=O)c3ccc(Br)o3)nc2c1 | i | 2% | i | 15% | -1% | -2% | 4% | -20% | -10
28 | CC1(C)CC(=O)C=C(c2ccccc2-c2ccc(S(C)(=O)=O)cc2)C1=O | i | -9% | -21% | 5% | 10% | 0% | 4% | 7% | -2
29 | COc1ccccc1N1CCN(C(=O)C2CCCN(S(=O)(=O)c3ccc4c(c3)oc(=O)n4C)C2)CC1 (stereo not given) | i | 5%&0% | -39%&-26%[inhibitor] | ? | 3% | 0% | 6%&16% | 11%&37% | 31
30 | CC(=O)c1cc(CN2CCC(C(=O)Nc3ccc(-n4nc(C)cc4C)cc3)CC2)cs1 | i | -3% | i | -25% | -11% | 2% | 11% | 30% | -23

4 entries drawn at random from those above:
# | molecule | Akt phos inh | Abeta yeast res | PTHR1 ag | GLP-1R inv ag | GLP-1R agonist | aSyn yeast inh | TDP-43 yeast inh | FUS yeast rescue | DRD3 antagonist
16 | Cc1csc(NC(=O)c2cc(-c3ccccc3)nc3ccccc23)n1 | i | 5% | i | -68% | -26% | 2% | 18µM* | · | 77
19 | COc1ccc(Cl)cc1NC(=O)COC(=O)c1ccc(Cl)nc1 | i | 4% | i | -1% | 5% | ? | ? | -11% | -15
2 | C/C(=N\NC(=O)CNc1cccc(C(F)(F)F)c1)c1cccc(Br)c1 | i | 8% | -17% | -21% | 0% | -1% | 1% | · | -1
22 | O=C(c1ccc(CS(=O)(=O)c2ccc(Br)cc2)o1)N1CCN(c2ccc(F)cc2)CC1 | i | -22%&-19% | -20%&-60% | ? | 1% | 2% | -21%&-14% | -7%&2% | 7

New compounds follow.
no. | Structure | Akt phos inh | Abeta yeast res | PTHR1 ag | GLP-1R inv ag | GLP-1R agonist | aSyn yeast inh | TDP-43 yeast inh | FUS yeast rescue | DRD3 antagonist
31 | CCc1ccc(N2C(=O)Nc3ccc(Br)cc3C2(O)C(=O)NCCN(C)C)cc1 (stereo not given) | i | ? | i | 4% | 4% | -2% | -8% | 21% | 9
32 | Cc1cc(C(F)(F)F)n2ncc(-c3ccccc3)c2n1 | i | 17% | -1%[57.5 µM] | -7% | 10% | 2% | 5% | 28% | 22
33 | COc1ccc(CCC(=O)OCc2csc(CC(=O)Nc3ccc(C)cc3)n2)cc1OC | i | 15% | -18% | 5% | 5% | 7% | -19% | 39% | ?
34 | CC(=O)N(c1c(C)n(C)n(-c2ccccc2)c1=O)C1(C(=O)NC2CCCCC2)CCCCC1 | i | -4% | i | 3% | 0% | 0% | -9% | 17% | -5
35 | CC(C)C(=O)C1=Cc2cc([N+](=O)[O-])ccc2OC1N1CCOCC1 (stereo not given) | i | -18% | i | -10% | -3% | 0% | 8% | -9% | ?
36 | O=C(CSc1nnc(SCc2cccc3ccccc23)s1)N/N=C/c1c[nH]c2ccccc12 | i | 8% | -24% | 5.6µM* | 3% | -3% | 0% | · | -11
37 | Cc1ccc(S(=O)(=O)NCC(=O)NCC(=O)NC(C)c2ccccc2Br)cc1C (stereo not given) | i | -7% | -63%[inhibitor] | ? | 5% | 1% | 5% | 36% | ?
38 | CC(Oc1cccc([N+](=O)[O-])c1)C(=O)NCCC1=CCCCC1 (stereo not given) | i | 22% | -13% | -23% | 6% | 3% | ? | 3% | -2

(continued)
no. | Structure | Akt phos inh | Abeta yeast res | PTHR1 ag | GLP-1R inv ag | GLP-1R agonist | aSyn yeast inh | TDP-43 yeast inh | FUS yeast rescue | DRD3 antagonist
39 | CC(C)C[C@@H](COc1ccccc1)N1CCN(Cc2ccccc2)CCC1=O | i | 14% | -25% | ? | -3% | 2% | -3% | 12% | 5
40 | COc1cccc(/C=N/n2c(-c3n[nH]c4c3CCC4)n[nH]c2=S)c1O | i | 3% | i | 3% | -4% | -6% | 6% | 19% | 0
41 | O=C(c1ccoc1)N1CCN(c2cc(-c3cccnc3)nc3cc(-c4cccc(Cl)c4)nn23)CC1 | i | -3% | i | -32% | -3% | -1% | 7.9µM* | ? | 48
42 | N#CCSc1nc2ccc(N3CCCCC3)cc2c(=O)n1Cc1ccccc1 | i | 20% | i | 0% | 7% | 9% | 29% | 33% | -27
43 | O=C1C2C3C=CC(C3)C2C(=O)N1Cc1ccc(CN2C(=O)C3C4C=CC(C4)C3C2=O)cc1 (stereo not given) | i | -15% | -40%[inhibitor] | -4% | -8% | -1% | -19% | -15% | 4
44 | O=c1c2ccccc2c(C=Nc2ccc(S(=O)(=O)N3CCCCC3)cc2)c(O)n1-c1ccc(Cl)cn1 | i | -16% | ? | 1% | -27% | 1% | -14% | · | 1
45 | COc1ccc(OCCN2CCN(C3CC(=O)N(CCC(C)C)C3=O)CC2)cc1 (stereo not given) | i | 17% | -24% | 0% | -7% | 2% | -19% | 15% | -28
46 | COc1ccc(S(=O)(=O)Nc2ccccc2OC)cc1NC(=O)Cc1cccs1 | i | 22% | i | -14% | -4% | -3% | -5% | · | -2
47 | O=C(NC(=S)Nc1cc(C(F)(F)F)ccc1N1CCOCC1)c1sc2ccccc2c1Cl | i | 8% | i | 28% | -5% | 4% | 15% | -22% | -21

Screening data from PubChem BioAssay.
